Screening data: PubChem, National Center for Advancing Translational Sciences (NCATS)
12-LOX inh – blocks human arachidonate 12S-lipoxygenase. P18054. purified 12hLO, xylenol orange hydroperoxide absorbance. Potency, µM (highest dose often 108 µM), for the others: at the highest dose activity change, negative = inhibition, usual class: inhibitors. hit rate 1.1% among 580,000; active = well fitted inhibition curve with a large enough effect; inconclusive = small, poorly fitted or top-dose-only effect, or another doubt; inactive = no such curve, though single readings can be large or run the other way; also: potency is read from the fitted curve at half-maximal effect
Target sequence (P18054 whole entry, looked up): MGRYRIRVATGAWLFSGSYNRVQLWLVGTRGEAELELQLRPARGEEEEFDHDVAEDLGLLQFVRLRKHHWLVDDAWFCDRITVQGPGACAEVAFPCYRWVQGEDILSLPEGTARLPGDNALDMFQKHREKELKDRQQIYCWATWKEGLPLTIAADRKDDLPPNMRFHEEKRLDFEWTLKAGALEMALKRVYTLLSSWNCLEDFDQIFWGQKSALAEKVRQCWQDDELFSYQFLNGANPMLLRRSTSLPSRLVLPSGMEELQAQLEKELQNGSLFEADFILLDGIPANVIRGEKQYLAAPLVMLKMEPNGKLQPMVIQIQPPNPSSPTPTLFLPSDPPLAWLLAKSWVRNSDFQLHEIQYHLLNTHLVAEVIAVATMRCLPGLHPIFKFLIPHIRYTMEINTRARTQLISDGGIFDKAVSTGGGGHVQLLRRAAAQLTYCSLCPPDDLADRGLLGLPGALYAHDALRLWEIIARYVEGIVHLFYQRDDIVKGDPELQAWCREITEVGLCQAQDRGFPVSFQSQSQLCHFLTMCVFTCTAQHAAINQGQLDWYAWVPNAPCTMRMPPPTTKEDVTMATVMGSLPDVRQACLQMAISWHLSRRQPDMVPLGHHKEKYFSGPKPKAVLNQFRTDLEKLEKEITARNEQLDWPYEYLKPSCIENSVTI
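Purified human 12hLO at 150 nM in 25 mM Hepes, 0.01% Triton X-100, pH 7.0, preincubated 15 min at room temperature with compound. Reaction started with 40 uM arachidonic acid, 30 min at room temperature. Hydroperoxide measured by Fe-xylenol orange, 573/405 nm absorbance ratio.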
LDHA inh – inhibitors of human lactate dehydrogenase A. activity change, % (values are at about 110 or 230 µM). AID 1347041. hit rate 0.15% among 480,000. P00338. purified LDHA, NADH/diaphorase-resazurin fluorescence; hits give low values; in the data active = activity change below about -30%; inconclusive = mostly about -25% to -30%;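 also: plate controls were DMSO wells for no effect and wells without enzyme for full effect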
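Remaining NADH was detected by diaphorase (0.133 mg/mL) converting 37 µM resazurin to fluorescent resorufin, read at 0 and 20 minutes. The preceding 5-minute room-temperature reaction used 2 nM LDHA, 0.2 mM sodium pyruvate and 0.06 mM NADH at pH 7.4.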
* hit, by the source's call; ? = inconclusive; & = joins results of further samples; [ ] = another dose, or the depositor's remark. Unless noted, % is scaled to controls: 0 for no effect and ±100 for the full control effect.

Start of the data: the first two compounds as a preview:
Below each compound – 12-LOX inh | LDHA inh
- Cn1c(C2=C(O)CN(c3ccc(C(=O)O)cc3)C2=N)nc2ccccc21
  ? | 9
- N#Cc1ccc(C(=O)NCCSC(F)(F)F)cc1
  -4% | -3

Main list (from the top)
Below each compound – 12-LOX inh | LDHA inh
- Cn1c(C2=C(O)CN(c3ccc(C(=O)O)cc3)C2=N)nc2ccccc21
  ? | 9
- N#Cc1ccc(C(=O)NCCSC(F)(F)F)cc1
  -4% | -3
- O=C(O)C(Cl)C12CC3CC(C1)CC(C(Cl)C(=O)O)(C3)C2 (stereo unspecified)
  ? | -7
- O=S(=O)(NC1CCSc2ccccc21)c1cccs1 (stereo unspecified)
  -72% | 4
- CCCCCCn1c(SCC(N)=O)nc2c1c(=O)[nH]c(=O)n2C
  ? | 9
- CCONC(=O)c1ccc2c(c1)NC(=O)CS2
  ? | 3
- CCOc1ccc(N2CC(C(=O)Nc3ccc(Cl)cn3)CC2=O)cc1 (stereo unspecified)
  -6% | 3
- CCc1nnc(NC(=O)Cc2coc3cc(C)c(C(C)C)cc23)s1
  -20% | 1
- COc1ccc(Cl)cc1NC(=O)N(C)CCc1noc(C(=O)NCc2ccccc2)n1
  -4% | 1
- COc1ccccc1NC(=O)COc1nc(C(C)C)c2c(c1C#N)CCC2
  22% | 0
- CC1CCCC(NC(=O)CSCC#N)C1C (stereo unspecified)
  45%[activator] | 3
- CCCN(CCO)CC(=O)NC(CC)CC
  ? | -1
- Cc1ccc(-c2nc(COc3ccccc3F)co2)cc1
  26% | 15
- COC(=O)[C@@]12C[C@@H](CC(=O)N3CCCC3)C(=O)N(Cc3ccccc3)C1=CCC(C)(C)C2
  -5% | -1
- Cc1ccc(N2CN(CCCN3CCOCC3)Cn3c2nc(C)c(C)c3=O)cc1
  22% | -5
- C=CCN(CC=C)Cc1c(C)[nH]c2ccccc2c1=O
  8% | 1
- CC/C(=N\NC(=O)c1ccc(C(C)(C)C)cc1)c1ccc(C)cc1
  23% | 0
- COc1ccc(OCC(=O)Nc2ccc3oc(-c4ccc5ccccc5c4)nc3c2)cc1
  -12% | -3
- O=C(Cn1cc(I)c(=O)c(I)c1)N1CCCCC1
  4% | 2
- O=C(O)CCCC(=O)N1CCNC(=O)C1
  -19% | 0
- COc1ccc2c(CC(=O)OCc3cc(Cl)c4c(c3)OCCO4)coc2c1
  -2% | 13
- O=[N+]([O-])c1cccc(NC(c2ccccc2)c2ccccc2)c1
  -5% | 11
- COCCOc1cccc(N)c1
  4% | 11
- CC(Oc1ccccc1)C(=O)NCc1cccnc1N(C)C (stereo unspecified)
  6% | -4
- CCc1ccc(/C=N/NC(=O)C(O)(c2ccccc2)c2ccccc2)cc1
  -15% | 10
- CCN(Cc1cccs1)C(=O)CC1CC2CCC1C2 (stereo unspecified)
  -7% | -7
- c1cncc(-c2nc(NC3CCN(C4CC4)CC3)c3ccccc3n2)c1
  -14% | -18
- CC(C)(C)C(=O)Nc1oc(-c2ccccc2)c(-c2ccccc2)c1C#N
  ? | 6
- COc1ccc(NC(=O)COc2ccc3c(C)c(C)c(=O)oc3c2)cc1
  -4% | -2
- COc1ccc(OC)c(C(=O)COC(=O)CCSc2ccccc2Cl)c1
  ? | -5
- Cc1ccsc1C(=O)c1ccccc1
  45%[activator] | 8
- CSc1ccccc1C(=O)NCC(C)C
  -2% | 0
- O=C(Nc1ccc(Cl)cc1)c1ccc2ccccc2n1
  ? | 4
- Cc1cc2oc(=O)cc(CN3CCOC(C)C3)c2cc1Cl (stereo unspecified)
  -2% | 12
- N#Cc1nc(-c2cccc3ccccc23)oc1N1CCN(c2ccccc2)CC1
  -2% | -1
- Cc1sc(NC(=O)c2ccc(Cl)c(S(=O)(=O)N3CCOCC3)c2)nc1-c1ccc(F)cc1
  -29% | 4
- COCCCNc1nc2c(c(=O)n(C)c(=O)n2C)n1Cc1ccccc1C
  50%[activator] | 15
- Cc1ccc(S(=O)(=O)N2CCN(C(=O)Cc3ccc(-c4ccccc4)cc3)CC2)cc1
  -10% | -5
- COc1ccc(NC(=O)c2nc(S(=O)(=O)Cc3ccccc3)ncc2Cl)cc1
  ? | 8
- Cc1ccc(C2CCCN2C(=O)c2cc(C3CC3)on2)cc1 (stereo unspecified)
  3% | -5

Next part:
SMILES | 12-LOX inh | LDHA inh
CC1CCN(C(=O)COc2cc(O)c3c(=O)cc(-c4ccccc4)oc3c2)CC1 | ? | -1
O=C(CSc1nnc(Cc2ccccc2)n1-n1cccc1)Nc1ccccc1 | -10% | 11
Cc1ccc(SC(C)C(=O)Nc2ccc(C)cc2C)cc1 (stereo unspecified) | -25% | 12
Clc1ccc(-c2onc3cc(-c4ccccc4)ccc23)cc1 | -48% | 9
Cc1cc(C)c(OCC(=O)Nc2nonc2-c2ccccc2)c(C)c1 | 6% | 1
COc1ccc2oc(-c3ccc(NC(=O)C(C)C)cc3)nc2c1 | 5% | 0
CC(C(=O)NCc1ccccc1)n1c(-c2ccc3c(c2)CCO3)nc2ccccc21 (stereo unspecified) | 4% | 1
Nc1nccnc1C(=O)NCC1(c2ccccc2)CCC1 | 17% | 3
O=c1c2cnc3c(-c4ccccc4)cnn3c2ccn1CCN1CCOCC1 | 12% | 9
CCOc1ccc(CCNC(=O)CCc2c(C)nn(C)c2C)cc1OCC | 9% | -6
Cc1ccc2cc(C(=O)NCc3ccc(N4CCC(C)CC4)nc3)c(C)nc2c1 | 48%[activator] | -8
COc1cc(C2c3c(-c4ccccc4O)n[nH]c3C(=O)N2CCO)ccc1OCCC(C)C (stereo unspecified) | 0% | -6
CC(C)N(C)S(=O)(=O)c1ccc(Cl)c(C(=O)Nc2nnc(C3CCCCC3)s2)c1 | 17% | 8
C=CCOc1cccc(NC(=O)CC)c1 | ? | 1
Cc1cc(NC(=O)CCc2ncc(-c3ccc(F)cc3F)o2)no1 | -17% | 1
O=C(NCc1cccnc1)C1c2ccccc2C(=O)N(Cc2ccccc2)C12CCCCC2 (stereo unspecified) | 3% | 4
CC(C)(C)c1ccc(C(=O)Nc2cc(C(F)(F)F)ccc2F)cc1 | 6% | 9
Cc1cc(C)cc(Cn2cc(CN3CC(N4CCN(C)CC4)CS3(=O)=O)nn2)c1 (stereo unspecified) | ? | -2
O=C(COC(=O)C1(c2ccc(F)cc2)CCCC1)Nc1cc([N+](=O)[O-])ccc1F | ? | ?
Cc1ccc(C)c(CN2CCC(CNS(=O)(=O)c3csc(C(N)=O)c3)CC2)c1 | -9% | 5
COc1ccc(S(=O)(=O)N2CCC[C@H]2C(=O)Nc2cc(C)on2)cc1 | 15% | 8
N#CCOc1ccccc1/C=C/C(=O)c1ccc(F)c(Cl)c1 | -25% | -21
Cn1c(=O)c2c(nc(Sc3ccccc3)n2Cc2ccccc2Cl)n(C)c1=O | 9% | -4
CC(C)OCC(O)Cn1c(NCCc2ccccc2)nc2c1c(=O)[nH]c(=O)n2C (stereo unspecified) | 25% | 1
CN(C)c1ccc(C(=O)C(=O)N2CCN(c3ccccc3)CC2)cc1 | ? | 3
Cc1cccc(C(=O)Nc2ccc3oc(=O)ccc3c2)c1 | -7% | 4
COc1ccc(S(=O)(=O)N(CC(C)C)C2CCS(=O)(=O)C2)cc1C (stereo unspecified) | 2% | 0
O=C(COC(=O)c1ccc(S(=O)(=O)C(F)F)cc1)c1ccc(F)cc1 | 2% | 11
CS(=O)(=O)c1ccc(F)c(NCc2ccccc2F)c1 | ? | -4
CCc1cc(CC)c(CO)c(CC)c1/C=N/O | -7% | 3
Brc1ccccc1N/N=C(/C=C/c1ccccc1)c1ccccc1 | -33% | 6
O=C(Nc1ccc(S(=O)(=O)Nc2cnc3ccccc3n2)cc1)c1ccncc1 | ? | 4
CCOC(=O)C1CCCN(C(=O)Cn2cccc2-c2nc(-c3ccc(C)cc3)no2)C1 (stereo unspecified) | 1% | -5
O=C(Nc1ccc2c(c1)OCO2)c1cnn2c(C(F)(F)F)cc(-c3ccc(F)cc3)nc12 | -1% | 13
CCOC(=O)C1CCN(c2nc(-c3ccc(OC)c(OC)c3)nc3cc(OCC)c(OC)cc23)CC1 | -55% | 2
CC(C#N)(NC(=O)CSc1ccc2ccccc2n1)C1CC1 (stereo unspecified) | ? | 2

23 successive compounds already listed, quoted:
SMILES | 12-LOX inh | LDHA inh
Cc1ccc2cc(C(=O)NCc3ccc(N4CCC(C)CC4)nc3)c(C)nc2c1 | 48%[activator] | -8
COc1cc(C2c3c(-c4ccccc4O)n[nH]c3C(=O)N2CCO)ccc1OCCC(C)C (stereo unspecified) | 0% | -6
CC(C)N(C)S(=O)(=O)c1ccc(Cl)c(C(=O)Nc2nnc(C3CCCCC3)s2)c1 | 17% | 8
C=CCOc1cccc(NC(=O)CC)c1 | ? | 1
Cc1cc(NC(=O)CCc2ncc(-c3ccc(F)cc3F)o2)no1 | -17% | 1
O=C(NCc1cccnc1)C1c2ccccc2C(=O)N(Cc2ccccc2)C12CCCCC2 (stereo unspecified) | 3% | 4
CC(C)(C)c1ccc(C(=O)Nc2cc(C(F)(F)F)ccc2F)cc1 | 6% | 9
Cc1cc(C)cc(Cn2cc(CN3CC(N4CCN(C)CC4)CS3(=O)=O)nn2)c1 (stereo unspecified) | ? | -2
O=C(COC(=O)C1(c2ccc(F)cc2)CCCC1)Nc1cc([N+](=O)[O-])ccc1F | ? | ?
Cc1ccc(C)c(CN2CCC(CNS(=O)(=O)c3csc(C(N)=O)c3)CC2)c1 | -9% | 5
COc1ccc(S(=O)(=O)N2CCC[C@H]2C(=O)Nc2cc(C)on2)cc1 | 15% | 8
N#CCOc1ccccc1/C=C/C(=O)c1ccc(F)c(Cl)c1 | -25% | -21
Cn1c(=O)c2c(nc(Sc3ccccc3)n2Cc2ccccc2Cl)n(C)c1=O | 9% | -4
CC(C)OCC(O)Cn1c(NCCc2ccccc2)nc2c1c(=O)[nH]c(=O)n2C (stereo unspecified) | 25% | 1
CN(C)c1ccc(C(=O)C(=O)N2CCN(c3ccccc3)CC2)cc1 | ? | 3
Cc1cccc(C(=O)Nc2ccc3oc(=O)ccc3c2)c1 | -7% | 4
COc1ccc(S(=O)(=O)N(CC(C)C)C2CCS(=O)(=O)C2)cc1C (stereo unspecified) | 2% | 0
O=C(COC(=O)c1ccc(S(=O)(=O)C(F)F)cc1)c1ccc(F)cc1 | 2% | 11
CS(=O)(=O)c1ccc(F)c(NCc2ccccc2F)c1 | ? | -4
CCc1cc(CC)c(CO)c(CC)c1/C=N/O | -7% | 3
Brc1ccccc1N/N=C(/C=C/c1ccccc1)c1ccccc1 | -33% | 6
O=C(Nc1ccc(S(=O)(=O)Nc2cnc3ccccc3n2)cc1)c1ccncc1 | ? | 4
CCOC(=O)C1CCCN(C(=O)Cn2cccc2-c2nc(-c3ccc(C)cc3)no2)C1 (stereo unspecified) | 1% | -5

(more compounds)
SMILES | 12-LOX inh | LDHA inh
CSC(C)C(=O)NC(C)C1CCCO1 (stereo unspecified) | 3% | 2
CCCn1nc(C(=O)Nc2ccc(OC)c(NC(C)=O)c2)c2ccccc2c1=O | 2% | -2
CC(CCc1ccccc1)NC(=O)NCc1ccncc1 (stereo unspecified) | 6% | -1
CCOC(=O)c1ccc(NC(=O)CSc2nnc(-c3ccccc3C)n2Cc2ccco2)cc1 | -38% | -6
O=C(CCCN1C(=O)NC2(CCCC2)C1=O)Nc1cccc2cccnc12 | 10% | -2
CC(C)=CC(=O)Nc1ccc(Br)c(C)c1 | ? | 1
CCN(C(=O)C1CCC1)C1CC1 | 0% | 2
COc1ccc(Cl)cc1S(=O)(=O)Nc1c(NC2CCCC2)c2ccccc2oc1=O | -32% | 3
C=CCOc1cccc(CNC(C)(C)CO)c1 | ? | -1
Cc1ccc(-c2nc3ncccn3c2N)cc1 | 1% | 1
CC(C)N(C(=O)COC(=O)/C=C/c1cccc2cccnc12)c1ccccc1 | -2% | -16
CC(=O)c1ccc(OCc2ccccc2C)cc1 | 9% | 2
CNC(=O)CNC(=O)c1cc2ccccc2oc1=O | -11% | -1
Cc1ccc(CNCCC2=CCCCC2)o1 | -1% | 1
Cc1ccc(N(C(C)C(=O)N2CCCC2)S(C)(=O)=O)cc1C (stereo unspecified) | 11% | -1
CN(CCO)C(=O)COc1cc(O)c2c(=O)cc(-c3ccccc3)oc2c1 | 0% | 5
O=C(NCc1ccccc1Cl)[C@H]1CCCN1C(=O)[C@H]1CCCN1 | -9% | -4
Cc1scc(C(=O)NCCC2=CCCCC2)c1C | -28% | -19
Cc1nc2c3c(ncn2n1)OC1=C(C(=O)CCC1)C3c1ccco1 (stereo unspecified) | 1% | 16
CCNc1nc(N)c(C(=O)c2ccc(Cl)cc2)s1 | -33% | 2
COc1ccccc1C1=NOC(C(=O)NC(C)(C)C)C1 (stereo unspecified) | -4%&23% | -14
N#CC1(NC(=O)CSCc2ccc(Cl)cc2)CCCCCC1 | 8% | -4
CCOC(=O)c1cc(-c2cccs2)nc2c1c(C)nn2-c1ccccc1 | 21% | 8

These rows are one share of the data; rates above refer to the full screens.
